Screening data (PubChem BioAssay)
GPR151 activ – activators of human GPR151, primary screen, cell-based, PathHunter beta-arrestin, luminescence. G-protein coupled receptor 151 (Homo sapiens), Q8TDV0. PathHunter beta-arrestin GPR151 cells. activation, % at 11.2 µM. 650,000 tested, 1% active. AID 1508602, 2020; in the data active = activation above about 4.9%;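 note: 0% = median of compound wells and 100% = cells with positive control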
Target sequence (Q8TDV0 whole entry, looked up): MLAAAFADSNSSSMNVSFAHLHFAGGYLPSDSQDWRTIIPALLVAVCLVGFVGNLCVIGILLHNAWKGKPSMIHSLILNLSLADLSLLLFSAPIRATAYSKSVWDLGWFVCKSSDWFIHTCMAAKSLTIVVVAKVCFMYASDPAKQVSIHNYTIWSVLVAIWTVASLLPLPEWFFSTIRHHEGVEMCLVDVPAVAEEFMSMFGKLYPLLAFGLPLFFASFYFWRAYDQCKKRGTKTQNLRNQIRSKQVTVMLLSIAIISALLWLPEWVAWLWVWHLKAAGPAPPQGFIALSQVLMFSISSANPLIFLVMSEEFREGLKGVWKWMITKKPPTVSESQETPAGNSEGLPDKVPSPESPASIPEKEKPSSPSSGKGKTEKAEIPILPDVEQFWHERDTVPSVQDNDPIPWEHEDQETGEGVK
MITF inh – MITF inhibitors, primary screen, biochemical, AlphaScreen, human; AID 1259374, 2018; AlphaScreen MITF homodimerization, bead proximity signal; 650,000 tested, 0.91% active; inhibition, % at 2.6 µM; in the data active = inhibition above about 50%;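 note: 0% = vehicle wells with protein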
Target sequence (O75030 whole entry, looked up): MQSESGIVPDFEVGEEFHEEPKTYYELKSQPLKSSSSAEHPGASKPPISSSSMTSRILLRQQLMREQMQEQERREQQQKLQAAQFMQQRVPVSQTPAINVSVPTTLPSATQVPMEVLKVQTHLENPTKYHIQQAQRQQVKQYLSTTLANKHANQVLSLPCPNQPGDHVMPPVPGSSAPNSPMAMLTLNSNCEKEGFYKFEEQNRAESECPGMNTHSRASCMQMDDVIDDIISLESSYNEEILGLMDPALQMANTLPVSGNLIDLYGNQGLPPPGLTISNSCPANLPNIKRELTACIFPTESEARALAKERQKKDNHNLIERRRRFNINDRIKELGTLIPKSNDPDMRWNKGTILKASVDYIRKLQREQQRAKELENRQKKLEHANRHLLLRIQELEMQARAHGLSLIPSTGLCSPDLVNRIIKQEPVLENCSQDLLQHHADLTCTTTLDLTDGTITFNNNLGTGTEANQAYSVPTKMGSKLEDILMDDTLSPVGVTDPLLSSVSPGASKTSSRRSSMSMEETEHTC
TEAD-YAP inh – TEAD-YAP interaction inhibition, primary screen, TEAD-YAP interaction inhibitor project, luminescence, HEK-TIYL cells; 640,000 tested, 1.4% active; inhibition, % at 9.12 µM; TEAD-Gal4/YAP UAS-luciferase luminescence; in the data active = inhibition above about 32%;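 note: 0% = median of test compound wells and 100% = reference inhibitor wells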
FBW7 act – FBW7 E3 ligase activators, primary screen, biochemical, AlphaScreen, human; F-box/WD repeat-containing protein 7 (Homo sapiens), Q969H0; normalized activity (activation), % at 26.1 µM; AlphaScreen FBW7–phospho-cyclin E peptide binding, activator screen; AID 1259310, 2017; 650,000 tested, 0.13% active; in the data active = normalized activity above about 1.9%;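 note: purified mutant Fbw7 with reduced substrate affinity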
* hit, by the source's call; . = no result given.

Every second line gives: GPR151 activ | MITF inh | TEAD-YAP inh | FBW7 act
O=C(Cn1[nH]c(=O)c2ccccc2c1=O)NCc1cccnc1
 : -0.1 | 2.1 | 10.3 | 0.0
O=C(O)CNc1nc(NCc2ccc(Cl)cc2)ccc1[N+](=O)[O-]
 : -1.4 | -5.2 | 2.1 | -0.1
O=[N+]([O-])c1ccc2c(c1)nc1n2CCN(Cc2ccco2)C1
 : -1.4 | -4.1 | -14.6 | -0.3
CC1=C(C(=O)OC2CCCCCCC2)C(c2cccc(O)c2)NC(=O)N1 (stereo not drawn)
 : -0.1 | 1.6 | -5.0 | -0.2
CC1=CN2C(=NC(=O)CC2(C)C(=O)N(CC(=O)NC2CCCC2)c2cc(C)cc(C)c2)C=C1 (stereo not drawn)
 : -0.6 | -2.3 | -6.0 | 0.0
COc1ccc(CN2C[C@@H]3C[C@@H](c4ccc5nonc5c4)N4CCC[C@@]34C2=O)cc1
 : 5.4* | 16.7 | 0.0 | 0.0
CC1CCCCN1C(=O)c1ccc(N2CC3CC(C2)c2cccc(=O)n2C3)c(NC(=O)c2ccncc2)c1 (stereo not drawn)
 : -1.0 | -3.0 | -3.9 | 0.0
CCOc1ccc2c(c1)C(=O)c1cc(OCC(=O)OC)ccc1-2
 : -0.4 | 4.9 | 4.8 | -0.1
CNCCCOc1ccccc1-c1ccccc1
 : 3.9 | 31.7 | 0.1 | -0.1
CC(C)N(CCNc1nc(Nc2cccnc2)nc2c1ncn2-c1ccccc1)C(C)C
 : -3.0 | 7.6 | 23.8 | -0.1
CCOC(=O)c1sc(NC(=O)CSc2nnc(CNC(=O)c3ccccc3C(F)(F)F)n2C)c(C(=O)OCC)c1C
 : -0.3 | -2.3 | -4.5 | 0.1
O=[N+]([O-])c1cccnc1N1CCN(S(=O)(=O)c2ccc3c(c2)OCCO3)CC1
 : 1.5 | 1.5 | 4.0 | -0.1
COc1ccc(-c2cnn3c(Nc4cccc(N(C)C)c4)ccnc23)c(OC)c1
 : -0.2 | -8.3 | -23.0 | -0.1
C=CCc1cccc(Cl)c1OCCN1CCNCC1
 : -0.2 | 55.6* | 7.1 | 0.4
Cc1cccc(-n2nc3c(c2NC(=O)CC(C)C)CSC3)c1C
 : 1.9 | 2.9 | 11.6 | 0.8
COc1cccc(C2=NS(=O)(=O)N(C)C(C(=O)Nc3ccc(C)cc3)=C2)c1
 : 0.5 | 7.3 | 16.0 | 0.1
Cc1ccc(C(C)C)c(OCC(=O)Nc2ccc(Cl)c(Cl)c2)c1
 : 1.1 | -0.1 | -5.6 | -0.1
CC(C)N(C)C(=O)CC1(c2ccccc2)CC(=O)N(Cc2cccnc2)C1=O (stereo not drawn)
 : -0.4 | -15.4 | 6.7 | -0.3
CCOc1ccccc1-n1c(=S)sc2c(=O)n(-c3ccc(F)cc3)c(SCC(=O)Nc3cccc(OC)c3)nc21
 : 1.2 | 9.4 | -4.0 | 0.0
Cc1ccc2nc(NC(=O)c3cc([N+](=O)[O-])ccc3Cl)sc2c1
 : 0.3 | 12.9 | 6.5 | -0.1
COc1cc2oc(=O)c3c(c2cc1Cl)CCC3
 : -2.0 | -4.3 | 3.0 | -0.1
COc1ccc(Nc2cc(C)nc(-c3ccccc3)n2)cc1
 : 1.2 | -9.8 | -90.3 | 0.1
CC(C)(C)N1C(=O)[C@H]2[C@H]3[C@H](O)C=CC(=O)[C@@H]3CC[C@H]2C1=O
 : -0.3 | -13.6 | . | 0.1
COc1ccccc1C(=O)Nc1nc(-c2ccc3c(c2)CCN3C(=O)C2CC2)cs1
 : -0.3 | -8.6 | -11.6 | -0.2
COc1ccc(CCNC(=O)c2nc(S(C)(=O)=O)ncc2Cl)cc1OC
 : -1.8 | 8.2 | -18.1 | 0.2
CCC(C)(C)NC(=O)c1c(Cl)cccc1Cl
 : 3.0 | 0.0 | 0.4 | -0.3
CCOc1ccc(NC(=O)CSc2nc3cccnc3n2CC)cc1
 : 0.2 | 6.1 | 9.2 | -0.1
CC(C)CC(=O)NCC(c1ccco1)S(=O)(=O)c1ccc(Cl)cc1 (stereo not drawn)
 : -0.3 | -0.5 | 14.2 | -0.2
CCOC(=O)Nc1scc(-c2ccc(Cl)cc2Cl)c1C(N)=O
 : 0.6 | -3.9 | -34.1 | 0.1
N#Cc1c(NC(=O)c2ccccc2)sc2c1CCCCC2
 : -0.9 | 4.3 | -2.1 | -0.1
O=C1CCCN1CCCNc1nc(NCCN2CCOCC2)nc2c1ncn2-c1ccsc1
 : -0.5 | -1.6 | 18.2 | 0.0
Nc1cc(C(=O)O)ccc1S(=O)(=O)c1ccccc1C(=O)O
 : -1.5 | 7.6 | -2.6 | -0.1
O=C(Nc1ccc(CCc2nc3ccccc3o2)cc1)C12CC3CC(CC(C3)C1)C2
 : 0.0 | -5.5 | -3.4 | 0.1
COc1cccc(N2CCN(Cc3nc(N)nc(Nc4cccc(C)c4)n3)CC2)c1
 : -1.4 | -3.4 | -3.4 | -0.2
COCCN1Cc2cccc(C(=O)NC3CCCCCC3)c2C1=O
 : -0.1 | 10.7 | 13.4 | 0.2
COc1ccccc1CN1CCN2C(=O)[C@H](Cc3ccc(O)cc3)NC(=O)[C@H]2C1
 : 0.7 | -16.3 | -2.3 | 0.5
CCOc1ccc(NC(=O)CSC2CC(=O)N(c3ccc(CC)cc3)C2=O)cc1 (stereo not drawn)
 : 2.4 | 2.5 | 6.6 | 0.1
C/C(CC(=O)Nc1cccc2ccccc12)=N\NC(=O)c1cccnc1
 : -1.2 | 3.5 | -13.7 | -0.1
CCN1CCN(CC(=O)Nc2ccc(C)c(Cl)c2)C(=O)C1=O
 : -0.1 | 7.6 | 0.3 | 0.2
CCC(=O)N(Cc1ccco1)Cc1cc2cc(C)ccc2n2nnnc12
 : -1.3 | -11.3 | 18.3 | -0.1
COc1ccccc1NC(=O)c1cc(C(C)(C)C)oc1C
 : 0.0 | 4.0 | 0.8 | 0.1
O=C(NCc1ccc(F)cc1)c1ccc(N2CC3CC(C2)c2cccc(=O)n2C3)c(NS(=O)(=O)c2ccc3c(c2)OCCO3)c1 (stereo not drawn)
 : 2.5 | 3.4 | -0.5 | -0.4
COc1cccc(-c2cnc3c(N4CCOCC4)nccn23)c1
 : -1.2 | -7.4 | -56.6 | -0.1
Cc1ncn(-c2ccc(Nc3nccc(-c4cc(C#N)cc(N5CCC(O)C5)c4)n3)cc2)n1 (stereo not drawn)
 : -1.1 | -5.7 | 4.6 | 0.0
C[C@@H]1CN(Cc2nnnn2CC(=O)NCCCn2cccn2)C[C@H](C)O1
 : -0.5 | -4.0 | -16.5 | -0.2
COc1ccc2oc(=O)c(-c3nnc(Nc4ccccc4Cl)s3)cc2c1
 : 0.5 | 13.8 | 4.3 | 0.2
CCOc1ccc(C(=O)N2CCN(c3oc(-c4ccc(Cl)cc4)nc3C#N)CC2)cc1
 : 2.4 | -3.5 | 1.8 | 0.0
COC(=O)c1ccccc1NC(=O)CC1CCCCC1
 : 0.6 | -3.3 | 9.4 | 0.4
CCN(Cc1c(C(=O)N(C)CCc2ccccc2)nc2c(C)cccn12)CC1CCCO1 (stereo not drawn)
 : -0.8 | 12.4 | -4.8 | 0.0
CCc1ccc(S(=O)(=O)NCc2ccc(N3CCN(C)CC3)cc2)cc1
 : -0.8 | -0.8 | -0.3 | -0.3
CCC(CC)C(=O)Nc1c2c(nn1-c1ccc(OC)cc1)CSC2
 : -1.4 | 10.1 | 7.7 | 0.1
CCCOc1ccc(/C(C)=N/NC2=NCCN2)cc1Cl
 : 0.2 | 14.6 | 6.7 | 0.4
COc1cc(-c2nnc(SCC(=O)c3ccccc3)o2)cc(OC)c1OC
 : -0.3 | -3.1 | -4.7 | -0.1
Cn1nnnc1SCCNCC#Cc1ccccc1
 : -0.7 | -0.9 | 6.2 | 0.0
Cc1ccc(CN2C(=O)c3ccccc3NC2c2ccc3c(c2)OCO3)cc1 (stereo not drawn)
 : -1.4 | 0.3 | -7.9 | 0.0
CN1CCN(c2ccc(NC(=O)c3ccc(-n4cnnn4)cc3)cc2)CC1
 : 0.6 | 2.6 | -17.9 | -0.3
CCN1CCN(CC(=O)NCc2ccc3c(c2)OCO3)C(=O)C1=O
 : 1.0 | -11.6 | 1.2 | -0.1
Cc1onc(-c2ccccc2Cl)c1C(=O)N1CCc2ccccc21
 : 0.9 | 6.7 | -2.7 | -0.1
Nc1ccc(Oc2cc(N)cc(Oc3ccccc3)c2)cc1
 : 0.0 | 8.5 | -37.8 | -0.1
O=c1c2cc(O)c([N+](=O)[O-])c3cccc(c32)c2nc3ccccc3n12
 : -0.4 | 0.2 | 10.1 | 0.1

The list goes on.
Every second line gives: GPR151 activ | MITF inh | TEAD-YAP inh | FBW7 act
O=C(Oc1ccc2c(=O)c(-c3ccccc3Cl)coc2c1)c1cccs1
 : -0.3 | 5.5 | 4.2 | 0.0
COc1ccc(N2C(=O)NC3CC2(C)Oc2ccc(Cl)cc23)cc1OC (stereo not drawn)
 : 0.9 | -1.0 | 5.9 | 2.2*
O=C(COCC(=O)N/N=C\c1cccs1)N/N=C\c1cccs1
 : -0.8 | 13.3 | 0.7 | 0.7
COc1ccc2sc(NC(=O)Cc3cn(C)c4ccccc34)nc2c1
 : -1.0 | -10.6 | -5.0 | 0.2
COc1ccc(CSCC(=O)N/N=C(\C)c2ccc(OC)cc2)cc1
 : 0.3 | 2.1 | 8.9 | 0.2
Cc1ccc(Oc2ncnc(N)c2[N+](=O)[O-])cc1
 : 1.6 | 3.5 | 13.9 | 0.2
O=C(Cc1ccccc1)Nc1ncc(Cc2ccc(Cl)cc2)s1
 : 0.8 | -1.4 | -4.7 | -0.1
N#C/C(=C\Nc1ccc(Nc2ccccc2)cc1)c1nn[nH]n1
 : 2.0 | -1.4 | -2.2 | -0.2
Cc1cc(NS(=O)(=O)c2ccc(NC(=O)CCc3ccccc3)cc2)no1
 : 1.3 | -10.2 | -1.3 | 0.3
CN1CCN(C(=O)c2ccc(-c3nc(NCCN4CCOCC4)c4ncn(Cc5ccc(C(F)(F)F)cc5)c4n3)cc2)CC1
 : -1.6 | 5.6 | -1.3 | -0.1
CCC(C)NC(=O)c1cc(Sc2ccc(Cl)cc2)nc2ccccc12 (stereo not drawn)
 : -0.7 | -4.8 | -0.8 | -0.2
COc1cc2cc(C(c3nnnn3C(C)(C)C)N3CCCC(C)C3)c(=O)[nH]c2cc1OC (stereo not drawn)
 : 0.7 | -3.4 | -0.8 | -0.4
COc1ccc2c(CNC3CCCCC3)c(C(=O)O)n(Cc3ccc(F)cc3)c2c1
 : 2.3 | 4.0 | 9.5 | 0.0
FC(F)(F)c1ccc(Cn2cnc3c(Nc4ccc5c(c4)OCO5)nc(NCCN4CCOCC4)nc32)cc1
 : -1.5 | -4.1 | 15.7 | -0.1
CCOC(=O)c1c(NC(=O)c2cc([N+](=O)[O-])ccc2Cl)sc(C(N)=O)c1C
 : -0.5 | -3.6 | 9.0 | -0.1
CC1(C)CC(=O)C(C(c2ccccc2Cl)C2C(=O)CC(C)(C)CC2=O)C(=O)C1
 : 0.5 | 5.6 | 15.0 | -0.1
Cc1nc(CNCc2ccc(OCC(O)CN(C)Cc3ccccc3)cc2)n[nH]1 (stereo not drawn)
 : 0.2 | -2.7 | -4.8 | 0.0
O=C(Nc1nc2c(s1)C(=O)CC(C(=O)NCCN1CCOCC1)C2)c1cccc(F)c1 (stereo not drawn)
 : -2.9 | -4.5 | 3.2 | -0.1
COc1ccccc1C(=O)Nc1cccc(-c2cn3cccc(C)c3n2)c1
 : -0.3 | 5.6 | -15.3 | -0.2

An excerpt of these results, tab-delimited:
compound	GPR151 activ	MITF inh	TEAD-YAP inh	FBW7 act
COc1ccc(N2C(=O)NC3CC2(C)Oc2ccc(Cl)cc23)cc1OC (stereo not drawn)	0.9	-1.0	5.9	2.2*
O=C(COCC(=O)N/N=C\c1cccs1)N/N=C\c1cccs1	-0.8	13.3	0.7	0.7
COc1ccc2sc(NC(=O)Cc3cn(C)c4ccccc34)nc2c1	-1.0	-10.6	-5.0	0.2
COc1ccc(CSCC(=O)N/N=C(\C)c2ccc(OC)cc2)cc1	0.3	2.1	8.9	0.2
Cc1ccc(Oc2ncnc(N)c2[N+](=O)[O-])cc1	1.6	3.5	13.9	0.2
O=C(Cc1ccccc1)Nc1ncc(Cc2ccc(Cl)cc2)s1	0.8	-1.4	-4.7	-0.1
N#C/C(=C\Nc1ccc(Nc2ccccc2)cc1)c1nn[nH]n1	2.0	-1.4	-2.2	-0.2
Cc1cc(NS(=O)(=O)c2ccc(NC(=O)CCc3ccccc3)cc2)no1	1.3	-10.2	-1.3	0.3
CN1CCN(C(=O)c2ccc(-c3nc(NCCN4CCOCC4)c4ncn(Cc5ccc(C(F)(F)F)cc5)c4n3)cc2)CC1	-1.6	5.6	-1.3	-0.1
CCC(C)NC(=O)c1cc(Sc2ccc(Cl)cc2)nc2ccccc12 (stereo not drawn)	-0.7	-4.8	-0.8	-0.2

Only GPR151 activ and MITF inh, for two of the compounds above:
| smiles | GPR151 activ | MITF inh |
| --- | --- | --- |
| COc1ccc2sc(NC(=O)Cc3cn(C)c4ccccc34)nc2c1 | -1.0 | -10.6 |
| COc1ccc(CSCC(=O)N/N=C(\C)c2ccc(OC)cc2)cc1 | 0.3 | 2.1 |

Rows are unselected; 3.5% or so of the library scored in one or more.
